# SUMO1-SIM PPI: SUMO1-SIM interaction modulation | P63165 | SUMO1 binding to a labelled peptide, TR-FRET, 1 h | inhibition, % at 20 µM | actives 0.33% (n = 360,000) | AID 602429; in the data active = inhibition above about 37%
# DNMT1 block: inhibitors of human DNMT1; P26358; DNMT1 molecular beacon, Hinp1I cleavage, fluorescence; inhibition (reported as % activation of signal), % at 10 µM; actives 0.83% (n = 360,000); AID 588458; in the data active = inhibition above about 50%
# CSN deneddyl inh: blocks human CSN-mediated cullin deneddylation; actives 0.38% (n = 360,000); Purified CSN, SCF-Nedd8-OG deneddylation, fluorescence polarization; inhibition, % at 12.5 µM;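 active = pattern-corrected inhibition above about 35%, with an unprinted fluorescence ratio check between 0.5 and 1.5, limit read from the data, passing the limit was not always enough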;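 note: 0% = enzyme with substrate and 100% = substrate without enzyme; some results filed as inactive read as strong as hits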
# Target sequence (Q92905 whole entry, looked up, one chain of several): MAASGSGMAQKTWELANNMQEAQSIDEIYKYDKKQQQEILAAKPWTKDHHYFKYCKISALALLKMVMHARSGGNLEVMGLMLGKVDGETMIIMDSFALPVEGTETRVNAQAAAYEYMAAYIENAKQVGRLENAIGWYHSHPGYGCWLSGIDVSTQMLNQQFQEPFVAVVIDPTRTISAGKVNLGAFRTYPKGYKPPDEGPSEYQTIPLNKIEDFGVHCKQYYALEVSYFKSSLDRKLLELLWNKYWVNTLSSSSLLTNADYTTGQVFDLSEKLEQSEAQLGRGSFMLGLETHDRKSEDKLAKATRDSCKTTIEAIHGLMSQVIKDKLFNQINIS
#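 Material: human Csn5 produced in HEK293T cells; Input: enzyme 0.24 nM; Reagent: SCFSkp2-Nedd8OG substrate at 10 nM final; Dosing: 12.5 µM compound; Incubation: 90 min reaction at room temperature; Detection: fluorescence polarization of the substrate; Evaluation: % inhibition of substrate cleavage by Csn5; Control set: substrate-only high control, full reaction low control.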
# PABP1 MLLE inh: inhibitors of microRNA-mediated deadenylation, human PABP1 MLLE binding; P11940; GST-MLLE / FITC-PAM2 fluorescence polarization; inhibition, % at 20 µM; actives 0.36% (n = 360,000); AID 588489; in the data active = inhibition above about 35%, passing the limit was not always enough;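 note: plate controls were DMSO wells with GST-MLLE for no effect and wells lacking GST-MLLE protein for full effect; some results filed as inactive read as strong as hits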
# STEP inh: inhibitors of human striatal-enriched phosphatase STEP | inhibition, % at 20 µM | AID 588621 | recombinant STEP, OMFP fluorogenic substrate, fluorescence | actives 0.25% (n = 360,000) | P54829;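 active = inhibition at 20 µM, scaled per plate between control wells, above about 37%, limit read from the data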;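 note: 0% = DMSO with enzyme and substrate and 100% = substrate only without enzyme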
#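 Also added – OMFP at 25 µM · Test system – STEP tyrosine phosphatase · Technique – FITC-channel fluorescence of OMFP product · Schedule – 20 min at room temperature, dark · Evaluation – control-normalized % inhibition with plate pattern correction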
# NadD inh: NadD (S. aureus) enzyme inhibition | actives 0.78% (n = 360,000) | AID 602399 | inhibition, % at 20 µM | purified NadD enzyme, colorimetric absorbance read-out; in the data active = inhibition above about 26%; note: some compounds past the cut are filed as inactive
# Rpn11 block: inhibitors of human proteasome Rpn11 | O00487 | human 26S proteasome, Ub4-pepOG fluorescence polarization; 20S core pre-blocked with epoxomicin | calls only at 20 µM | actives 0.59% (n = 360,000);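 active = inhibition at 20 µM, scaled to each plate's controls, above about 33%, limit read from the data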
# Target sequence (O00487 whole entry, looked up): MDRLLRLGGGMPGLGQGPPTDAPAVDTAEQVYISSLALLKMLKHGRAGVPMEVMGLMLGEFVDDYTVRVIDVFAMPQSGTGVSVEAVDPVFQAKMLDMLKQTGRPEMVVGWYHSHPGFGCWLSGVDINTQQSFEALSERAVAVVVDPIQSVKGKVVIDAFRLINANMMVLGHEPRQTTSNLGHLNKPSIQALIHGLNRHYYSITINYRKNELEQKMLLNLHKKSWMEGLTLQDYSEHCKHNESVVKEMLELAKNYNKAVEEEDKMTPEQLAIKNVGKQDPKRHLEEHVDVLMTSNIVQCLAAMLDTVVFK
# LMPTP block: LMPTP (human) inhibition; actives 0.22% (n = 360,000); recombinant LMPTP-A, OMFP fluorogenic substrate, fluorescence intensity; P24666; inhibition, % at 20 µM; AID 651560;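 active = compounds that cut the enzyme signal by at least half of the control window in the single-dose screen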;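 note: plate controls were DMSO wells with enzyme plus substrate for no effect and substrate without enzyme for full effect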
# Target sequence (P24666 whole entry, looked up): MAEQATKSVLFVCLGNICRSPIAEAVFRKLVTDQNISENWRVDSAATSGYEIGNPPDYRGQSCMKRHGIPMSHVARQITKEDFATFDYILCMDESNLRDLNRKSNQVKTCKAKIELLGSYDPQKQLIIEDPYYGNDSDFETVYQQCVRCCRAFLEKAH
#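 Test system – LMPTP-A enzyme · Amount – LMPTP-A at 0.625 nM final in the reaction · Buffer or medium – Bis-Tris pH 6.0, DTT, detergent · Reagent – OMFP 400 µM · Doses – single 20 µM dose · Schedule – reaction 50 min, room temperature, dark · Detection – fluorescence intensity of OMFP turnover product · Evaluation – percent inhibition versus substrate-only and uninhibited controls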
# Tb MetRS inh: Trypanosoma brucei MetRS inhibition | purified T. brucei MetRS, ATP depletion, Kinase-Glo luminescence | actives 0.4% (n = 360,000) | inhibition, % at 11.9 µM;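 active = inhibition above a per-plate cutoff of the control wells' mean inhibition plus 3 SD, cut at about 5.5% in these data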;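 note: 0% = DMSO wells median and 100% = median of wells with control inhibitor compound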
#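 Dosing: 11.9 µM compound single dose, 0.9% DMSO; Assay system: purified T. brucei MetRS enzyme; Measured by: Kinase-Glo luciferase luminescence reporting remaining unconsumed ATP; Schedule: 15 min plus 2 h at 25 °C.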
# Scp-1 inhibitor: blocks human Scp-1 phosphatase activity. Q9GZU7. Recombinant Scp1, phosphopeptide, malachite green phosphate absorbance. inhibition, % at 20 µM. actives 0.88% (n = 340,000);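 active = inhibition above about 50% at 20 µM, limit read from the data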;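 note: plate controls were DMSO wells with enzyme for no effect and wells lacking enzyme for full effect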
# Target sequence (Q9GZU7 76-261 limits assumed): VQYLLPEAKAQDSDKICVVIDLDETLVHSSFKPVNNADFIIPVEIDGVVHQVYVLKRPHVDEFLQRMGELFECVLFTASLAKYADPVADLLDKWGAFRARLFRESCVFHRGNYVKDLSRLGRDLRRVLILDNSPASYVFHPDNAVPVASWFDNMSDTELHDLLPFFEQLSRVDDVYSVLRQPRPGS
#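 Test system: SCP-1 phosphatase catalytic domain, residues 76-261 | Compound dosing: One concentration, 20 µM, with 1.0% DMSO | Schedule: 45 min room-temperature reaction, 5 min colour, 30 min stabiliser | Detection: Absorbance at 630 nm | Read-out basis: % inhibition of SCP-1 phosphate liberation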
# * marks the source's active call; other numbers are inactive results; i = inactive; / = no result given.
Structure,SUMO1-SIM PPI,DNMT1 block,CSN deneddyl inh,PABP1 MLLE inh,STEP inh,NadD inh,Rpn11 block,LMPTP block,Tb MetRS inh,Scp-1 inhibitor
COc1ccc2nc3cc(Cl)ccc3c(C#N)c2c1,-10,-4,-5,54*,-3,1,i,1.9,0.2,-9
COc1ccc(CCCNC(=O)C2(C)Cc3c(-c4ccc5c(c4)OCO5)ccnc3O2)cc1 (stereo not drawn),10,1,-5,5,2,1,i,2.4,-0.4,/
COc1ccc(CN2C(=O)c3ccccc3C2c2nnnn2-c2c(C)cccc2C)cc1OC (stereo not drawn),-6,/,4,/,/,-4,/,0.0,-2.0,/
CN(CC(=O)Nc1ccc(OC(F)(F)F)cc1)C(=O)c1ccccc1SCC(=O)N1CCCC1,1,2,-2,-2,2,-6,i,0.2,-0.2,-4
CNC(=S)N1N=C(c2ccccc2)CC1c1ccccc1Cl (stereo not drawn),4,-2,0,-29,0,-2,i,3.1,-0.8,-18
N#Cc1ccccc1OCC(=O)Nc1ccc(S(=O)(=O)N2CCOCC2)cc1,4,-2,0,-6,0,-5,i,0.5,-0.1,-5
O=C(CN1CCN(Cc2ccc(F)cc2Cl)C1=O)NCCc1ccccc1,0,7,-3,-5,-1,-2,i,-1.0,0.1,50*
C/C(=N/NC(=O)c1ccccn1)c1ccco1,-9,5,0,3,-3,-3,i,-1.2,-0.9,-3
O=C(NC(=O)N1CCN(C(c2ccccc2)c2ccccc2)CC1)c1ccccc1,1,1,1,4,-1,-3,i,0.5,-0.8,-12
C=CCn1c(SCn2nnc3ccccc3c2=O)nnc1C1CCCCC1,-1,2,-3,-20,-5,-2,i,-2.1,-0.2,-2
COc1ccc(CNCC(O)(c2ccccc2)c2ccccc2)cc1OC,-5,0,-1,4,7,-4,i,0.6,-0.8,-3
Cc1ccc(NC(=O)CSCC(=O)N2CCN(Cc3ccc4c(c3)OCO4)CC2)cc1,1,0,-3,-5,1,-10,i,-2.1,-0.1,-8
Cn1cc(CC(=O)NCCN2CCOCC2)c2ccccc21,-4,3,4,-3,1,-4,i,-0.9,1.4,1
N#CSCC(=O)c1cccc2ccccc12,-7,-19,-7,31,4,1,i,-0.2,-0.8,-1
CCCc1cc(=O)[nH]c(SCC(=O)c2cc(C)n(CC(F)(F)F)c2C)n1,11,3,0,-12,-1,-9,i,-1.2,0.1,-5
O=C1[C@@H](Oc2ccccc2)[C@@H](c2ccncc2)N1c1ccncc1,-4,1,1,20,-1,0,i,-2.4,0.4,-4
CCC(C)CN1C(=O)CSCC1(C)C(=O)Nc1ccc2c(c1)OCCO2 (stereo not drawn),1,/,-2,/,/,/,/,-1.2,0.7,/
CC(=O)Nc1ccc(Nc2nnc(-c3ccc(C)c(S(=O)(=O)NCCO)c3)c3ccccc23)cc1,-16,5,7,2,0,0,i,-0.7,-0.5,1
O=C(NNc1c2ccccc2nc2ccccc12)c1ccccc1Cl,-12,15,4,8,0,5,i,3.7,-0.1,-10
N/C(=N\OC(=O)c1cccs1)c1ccc(Cl)cc1,1,-2,0,-10,0,-2,i,1.9,-0.3,-19
Cn1nc(-c2ccccc2F)c2cc(C(=O)N3CCN(C(=O)c4ccco4)CC3)sc21,1,-2,4,8,2,1,i,-0.6,0.1,-11
COC(=O)c1ccc2c(=O)n3c(nc2c1)SCC(c1ccccc1)=N3,-30,-2,-5,-2,0,-1,i,0.3,-0.4,-5
COc1ccc(CCNC(=O)CN2C(=O)NC3(CCOc4ccccc43)C2=O)cc1 (stereo not drawn),2,1,-1,-1,-1,-4,i,-0.1,-0.3,-7
S=C(NCCc1ccccc1)N/N=C/c1c(Cl)cccc1Cl,2,-12,0,13,1,24,i,0.8,0.0,-12
CCCCn1cnc2sc(-c3ccccc3)cc2c1=O,-18,0,4,-5,3,-5,i,0.0,-0.5,-5
COc1ccc(C=NNC(=O)c2ccccc2OCc2ccc(F)cc2)c(OC)c1,-4,-6,-4,6,1,8,i,12,0.0,-3
COc1ccccc1NC(=O)CN1CCN(CC(=O)Nc2ccc(S(N)(=O)=O)cc2)CC1,2,-2,4,0,0,-5,i,-0.4,-1.0,-7
COc1ccc(OCc2csc(N)n2)cc1,-1,0,-4,1,1,0,i,-1.2,-0.1,1
COc1ccccc1N(CC(O)Cn1c2ccccc2c2ccccc21)S(=O)(=O)c1ccccc1 (stereo not drawn),-1,-8,3,17,-1,-3,i,3.0,-0.3,-7
CC1(C)NC(=O)N(CCCCOc2ccc3c(c2)CCC3)C1=O,3,-6,9,-1,3,0,i,-1.2,-0.1,-14
Cc1occc1-c1nnc(SCC(=O)NCc2ccco2)n1CC(C)C,2,15,4,-19,1,7,i,-1.3,-0.4,47
CC(=O)Nc1cc2c(cc1C(=O)c1ccc(C)cc1)OCCO2,2,1,-1,-2,-8,1,i,0.0,-1.2,-3
CC(Sc1ccccc1)C(=O)NCC(c1ccco1)N1CCCCC1 (stereo not drawn),-6,1,0,5,-2,-2,i,-7.8,-0.1,-4
Cc1c(Cl)cccc1Nc1nc(N)nc(CSC(=S)N2CCOCC2)n1,0,-1,3,1,0,0,i,-0.4,0.0,-1
CC(C)(c1ccccc1)c1ccc(OCCn2cnc3ccccc3c2=O)cc1,3,-13,1,5,2,17,i,8.1,-0.3,9
CCCCCC#CCN1CCN(C23CC4CC(CC(C4)C2)C3)CC1,6,6,4,2,-3,2,i,-1.3,-0.4,-12
CCOc1ccc(N2C(=O)CC(Cc3ccccc3OC)C2=O)cc1 (stereo not drawn),2,-1,4,7,-2,-6,i,-0.5,-0.4,-10
O=C(O)COc1ccccc1/C=N/NC(=O)CN1CCN(Cc2ccc(Cl)cc2)CC1,2,-2,1,-15,-2,2,i,-0.5,-0.5,-4
O=C(O)COc1cccc2nsnc12,-1,-3,0,2,-1,-2,i,-0.7,-0.9,-2
Cn1cnnc1Sc1ccc(CN2CCN(C3CCCC3)C(CCO)C2)o1 (stereo not drawn),-1,2,1,1,2,3,i,-2.5,-0.4,-2

# 4 neighbouring compounds out of the list so far, quoted:
Structure,SUMO1-SIM PPI,DNMT1 block,CSN deneddyl inh,PABP1 MLLE inh,STEP inh,NadD inh,Rpn11 block,LMPTP block,Tb MetRS inh,Scp-1 inhibitor
CCOc1ccc(N2C(=O)CC(Cc3ccccc3OC)C2=O)cc1 (stereo not drawn),2,-1,4,7,-2,-6,i,-0.5,-0.4,-10
O=C(O)COc1ccccc1/C=N/NC(=O)CN1CCN(Cc2ccc(Cl)cc2)CC1,2,-2,1,-15,-2,2,i,-0.5,-0.5,-4
O=C(O)COc1cccc2nsnc12,-1,-3,0,2,-1,-2,i,-0.7,-0.9,-2
Cn1cnnc1Sc1ccc(CN2CCN(C3CCCC3)C(CCO)C2)o1 (stereo not drawn),-1,2,1,1,2,3,i,-2.5,-0.4,-2

# The list continues.
Structure,SUMO1-SIM PPI,DNMT1 block,CSN deneddyl inh,PABP1 MLLE inh,STEP inh,NadD inh,Rpn11 block,LMPTP block,Tb MetRS inh,Scp-1 inhibitor
O=C([O-])c1cc(-c2ccccc2)cc(-c2ccccc2)[n+]1CCc1ccc(Cl)cc1,-12,12,-2,9,0,1,i,2.1,0.2,2
C=CCn1c(SCC(=O)Nc2cc(C)on2)nc2c([nH]c3ccccc32)c1=O,-3,28,3,4,-1,5,i,-0.3,-0.3,-5
COc1ccc(-n2nnnc2SCC(=O)N2C(C)CCCC2C)c(OC)c1 (stereo not drawn),0,-14,6,20,-1,3,i,-0.4,-0.4,10
Cc1ccc2c(Cl)c(C(=O)Nc3ccc4c(c3)OCO4)sc2c1,1,21,-5,-2,1,15,i,0.2,-0.2,-5
O=C(NC1CCCCC1)C(c1ccco1)N(Cc1ccco1)C(=O)c1ccco1 (stereo not drawn),-1,-7,7,17,0,5,i,1.2,0.0,2
O=C(O)c1ccccc1NS(=O)(=O)c1ccc2c(c1)OCCO2,0,1,0,0,1,-4,i,-0.4,0.8,-5
CCC1NC(=O)c2cccnc2-n2c1nc1ccc(F)cc1c2=O (stereo not drawn),1,0,2,-8,2,-3,i,-1.3,-0.4,/
Cc1ccc(O)c(C(=O)c2cnc3c(c2)c(C)nn3C)c1,-1,-3,5,18,-1,-2,i,-0.3,0.4,-1
COc1cc(O)oc1C=Nc1ccc(Cl)cc1Cl,-2,-5,0,-11,4,2,i,-1.7,-0.2,-10
CC(=O)Nc1sc(/C(C#N)=C\c2cccc(Cl)c2)nc1-c1ccc(C)cc1,-14,-4,39,i,-53,9,/,3.1,0.9,-12
Cc1ccc(C(=O)Nc2ccccc2)cc1S(=O)(=O)N1CCN(C)CC1,2,0,4,12,-1,-2,i,-0.9,-1.2,-5
N#CCCNCC1(c2ccccc2)CCCC1,0,1,2,15,10,2,i,-1.7,-1.3,-9

# A different layout for part of the listing above.
O=C(NC(=O)N1CCN(C(c2ccccc2)c2ccccc2)CC1)c1ccccc1
  SUMO1-SIM PPI: 1	DNMT1 block: 1	CSN deneddyl inh: 1	PABP1 MLLE inh: 4	STEP inh: -1	NadD inh: -3	Rpn11 block: i	LMPTP block: 0.5	Tb MetRS inh: -0.8	Scp-1 inhibitor: -12
COC(=O)c1ccc2c(=O)n3c(nc2c1)SCC(c1ccccc1)=N3
  SUMO1-SIM PPI: -30	DNMT1 block: -2	CSN deneddyl inh: -5	PABP1 MLLE inh: -2	STEP inh: 0	NadD inh: -1	Rpn11 block: i	LMPTP block: 0.3	Tb MetRS inh: -0.4	Scp-1 inhibitor: -5
COc1ccc(CCNC(=O)CN2C(=O)NC3(CCOc4ccccc43)C2=O)cc1 (stereo not drawn)
  SUMO1-SIM PPI: 2	DNMT1 block: 1	CSN deneddyl inh: -1	PABP1 MLLE inh: -1	STEP inh: -1	NadD inh: -4	Rpn11 block: i	LMPTP block: -0.1	Tb MetRS inh: -0.3	Scp-1 inhibitor: -7
N#CCCNCC1(c2ccccc2)CCCC1
  SUMO1-SIM PPI: 0	DNMT1 block: 1	CSN deneddyl inh: 2	PABP1 MLLE inh: 15	STEP inh: 10	NadD inh: 2	Rpn11 block: i	LMPTP block: -1.7	Tb MetRS inh: -1.3	Scp-1 inhibitor: -9
